All columns: NCI-60 one-dose screen, growth in % after 48 h at 10 µM unless noted; 100 = growth as untreated, 0 = no growth, -100 = all killed.
SW-620: SW-620 colon cancer. actives 5.2% (n = 82,000). AID 1794795
NCI-H522: NCI-H522 lung cancer; actives 8% (n = 78,000); AID 1794739
NCI-H322M: NCI-H322M lung cancer; actives 2.7% (n = 80,000)
HCT-15: HCT-15 colon cancer; actives 5.2% (n = 82,000)
COLO 205: COLO 205 colon cancer | AID 1794742 | actives 7.3% (n = 79,000)
NCI-H460: NCI-H460 lung cancer | AID 1794736 | actives 6.8% (n = 82,000)
HT29: HT29 colon cancer; actives 7.4% (n = 81,000)
NCI-H23: NCI-H23 lung cancer; actives 4% (n = 80,000)
NCI-H226: NCI-H226 lung cancer | actives 3.5% (n = 79,000)
An asterisk follows results filed as active; x = not tested or not shown; & = joins results of further samples; ! = a repeat was not active; [ ] = dose if it differs, or a comment. Rule for the calls: active = growth percent below 10; inactive = the rest.

SMILES	SW-620	NCI-H522	NCI-H322M	HCT-15	COLO 205	NCI-H460	HT29	NCI-H23	NCI-H226
O=c1c2cc(F)ccc2sc2c(Nc3cccnc3)nc3ccccc3c12	86	94	89	87	85	69	110	79	90
CC(=O)Oc1ccccc1-c1ccccc1	103	89	104	106	122	104	107	98	143
COc1cccc(-c2c(C#N)c(-c3ccc(Cl)cc3)nc3n[nH]c(-c4ccc(Cl)cc4)c23)c1	x	44	83	9.7*	3.2*	34	28	64	48
CC(=O)O.CN1[CH-]N(Cc2ccc(C#N)cc2)c2ccccc21.[Ag+]	58	-89*	105	102	54	98	95	105	103
CCOC(=O)COCC(=O)OCC	106	103	91	115	109	101	x	103	101
Cc1cc(Cl)nc(N(CCCNc2ccnc3cc(Cl)ccc23)Cc2ccco2)n1	20	14	43	18	-54*	17	8.6*	8.2*	24
CCCCCCCCNC(=O)/C(=C\c1ccc2c(c1)OCO2)NC(=O)c1ccccc1	108	79	102	101	100	99	82	96	98
Cc1ccc(NC(=O)NNC(=O)/C=C/c2cn(-c3ccccc3)nc2-c2ccccc2)cc1	111	101	100	96	111	110	107	106	96
Brc1ccc(Nc2nc3ccccc3nc2Nc2ccc(Br)cc2)cc1	-70*	-54*	-13*	-21*	-96*	2.0*	-46*	-16*	x
O=c1oc2ccc(F)cc2c(=O)n1-c1ccc(F)cc1F	32	-8.1*	37	23	94	15	97	11	x
O=C(Nc1cc(Cl)c(Cl)cc1Cl)OCc1ccc2c(c1)OCO2	93[100 µM]	73[100 µM]	84[100 µM]	93[100 µM]	118[100 µM]	76[100 µM]	86[100 µM]	78[100 µM]	91[100 µM]
NC(=O)c1cc(Cl)ccc1O	81	101	102	106	108	96	102	96	97
CN(C)C(=O)c1ccc(SC(=S)NCc2ccccc2)cc1	99	-49*[100 µM]	110	92	101	105	107	109	112
Cc1cc(=O)n(Cc2ccco2)c(=S)[nH]1	108	99	109	94	109	104	110	101	100
NS(=O)(=O)c1ccc(-n2ncc3c(N/N=C/c4ccccc4)ncnc32)cc1	95	x	95	108	97	66	81	81	107
Cc1cc(=O)oc2c1ccc1oc(=O)cc(C)c12	103	74	102	102	96	106	72	95	96
O=C(O)c1cccc(Cl)n1	104	93	95	104	107	110	103	107	91
C1=C(Cc2ccccc2)n2cnc3ncnc(c32)S1	69	x	73	72	82	84	56	61	54
CCNc1ccc2c(c1)C(=O)c1ccccc1-2	102	103	101	89	102	102	108	90	94
Cc1cn(-c2cc(NC(=O)c3cncc(C#Cc4c(N)ncc5ccc(F)cc45)c3)cc(C(F)(F)F)c2)cn1	33	58	66	50	12	49	8.9*	25	36
C=C(C)/C=N/O	109	97	110	99	102	100	107	108	101
CCOC(=O)N1CCN(CCOc2c(C3CCCCC3)cc(Cl)cc2[N+](=O)[O-])CC1	94	68	105	73	79	89	72	87	86
Cc1cc(O)c(C(C)C)cc1S(=O)(=O)O (tested in a mixture with another compound)	102&23&109	-21*!	93&25&91	7.1*!	-64*!	1.3*!	-3.9*!	102&13&88	94&43&89
O=C(CSc1nc2ccccc2c(=O)n1CCc1ccccc1)Nc1ccc(Cl)cc1C(=O)O	111	108	101	93	98	113	117	97	101
O=S(=O)(NCCCNc1nccc(-c2[nH]c(-c3ccccc3)nc2-c2ccc(Cl)c(O)c2)n1)c1cccc2ccccc12	34	25	51	16	94	15	39	31	33
The list continues:
SMILES	SW-620	NCI-H522	NCI-H322M	HCT-15	COLO 205	NCI-H460	HT29	NCI-H23	NCI-H226
CC1(C)CCC(=O)OC1=O	112	86	102	110	104	120	96	110	128
N#Cc1ccccc1-c1ccc(CN2CCN(c3nsc4ccccc34)CC2)cc1	84	65	106	83	106	86	49	84	97
Clc1ccc2c(N3CCCC3)ccnc2c1	89	x	80	90	96	95	83	76	x
CC(C)=NOCCC#N	110	90	103	102	112	113	103	111	108
O=Nc1ccc(O)c(=O)cc1	-43*	-74*	88	10	-22*	114	4.1*	71	38
C=C(C)[C@@H]1CC[C@]2(c3ncc(C)o3)CC[C@]3(C)[C@H](CC[C@@H]4[C@@]5(C)Cc6c([nH]c7ccccc67)C(C)(C)[C@@H]5CC[C@]43C)[C@@H]12	100	83	93	105	105	103	103	94	85
Cc1ccc2c(n1)C(=O)C(Cl)=C(Nc1ccc(C(F)(F)F)cc1)C2=O	-10*	-19*	107	-59*	17	101	97	69	89
CN(C)S(=O)(=O)n1cnc(C(CCO)c2ncn(S(=O)(=O)N(C)C)c2CCCO)c1 (stereo unspecified)	101	101	131	93	127	106	105	133	121
CC1(C)OC2OC(Cn3cc(COc4ccc5ccc(=O)oc5c4)nn3)C3OC(C)(C)OC3C2O1 (stereo unspecified)	117	86	103	103	121	109	111	x	103
O=C1N=c2ccccc2=C1c1sc(=S)n(C2CC(=O)N(c3ccc(Cl)cc3)C2=O)c1O (stereo unspecified)	100	97	104	94	118	102	114	99	92
O=C(O)CN(Cc1ccccc1)Cc1ccccc1	108	91	86	108	x	113	93	92	86
CC12CCC(=O)N1CCc1cncn12 (stereo unspecified)	104	96	110	103	114	111	107	97	100
COc1cc(-c2nn(-c3cccc(NC(=O)NCCNC(=O)c4cccc(C(F)(F)F)c4)c3)cc2-c2ccncc2)ccc1Cl	36	24	x	53	40	19	21	57	71
N#Cc1nc(-c2ccccc2)oc1S(=O)(=O)N1CCN(c2ccccc2)CC1	64	59	96	44	122	98	87	75	87
O=C(COc1ccccc1)Nc1ccc(-c2nc3ccccc3s2)c(Cl)c1	109	72	108	102	118	107	98	87	88
COc1cc(/C=N\NC(=O)c2c(C)nn(CC(O)c3ccccc3)c2N)ccc1OC(F)F (stereo unspecified)	100	96	104	100	101	103	104	101	92
CCOc1ccc(NC(=S)NC(=O)c2ccco2)cc1	118	99	104	96	158	108	102	101	112
CC(C)OC(=S)NC(=O)c1ccccc1	100	82	94	104	107	104	109	92	91
CCC(=O)Oc1cccc(OC(=O)CC)c1	102	96	107	93	98	111	106	100	120
CCOC(C)=N	107	87	146	105	122	114	102	105	112
Cc1cccc(C)c1NC(=O)c1ccccc1C(=O)O	105&108	107&86	91&94	102&103	110	108&121	104&94	93&102	87&110
CCC/C(=N\NC(N)=O)C(OC)OC	110	80	109	105	110	109	98	100	108
CC(C)n1c(=O)[nH]c(=O)n1C(C)C	108	x	103	105	103	116	111	105	109
CCCC(CC)N(c1ccc(Cl)cc1)c1nc(-c2ccc(Br)cc2)cs1 (stereo unspecified)	89	74	83	81	94	81	84	79	85
CCN(CC)CCCNc1nc(C)cc(Nc2ccc3nc(C)cc(N)c3c2)n1	117	93	96	105	97	110	93	93	104
Remaining list, next part
SMILES	SW-620	NCI-H522	NCI-H322M	HCT-15	COLO 205	NCI-H460	HT29	NCI-H23	NCI-H226
COc1ccc(C2CC(c3cccc(Nc4ccncc4)c3)=NN2c2ccccc2)cc1 (stereo unspecified)	-72*	40	68	-23*	-55*	-41*	-3.3*	83	95
O=C(/C=C/c1ccccc1)c1cccc(N=Cc2ccccc2O)c1	94	75	92	79	117	99	80	101	95
C/C=C(C)/C=N/Nc1nc(-c2ccc(C)cc2)cs1	99	75	98	85	108	87	103	58	88
COC(=O)C(C#N)=C(C)C	106	103	116	104	118	109	98	x	100
CC(=O)Nc1ccc(S(=O)(=O)CI)cc1	92	95	103	101	104	101	102	92	91
CN(C)C(=O)OCC1COc2ccccc2O1 (stereo unspecified)	97	101	113	102	134	101	91	107	101
CCCCCCCCCC(C)(O)C#CC(C)(O)CCCCCCCCC (stereo unspecified)	102	103	110	106	111	104	113	91	103
CCOC(=O)c1c(NCC(=O)Nc2ccc(Cl)cc2[N+](=O)[O-])sc(C(C)=O)c1C	106	89	93	95	101	103	105	93	96
Cc1cc(C)c2c(N)c(C(=O)c3ccc4ccccc4c3)sc2n1	97	x	111	97	123	99	111	91	106
Cc1ccc(S(=O)(=O)NCCCNc2nccc(-c3c(-c4cccc(N)c4)nc4sccn34)n2)cc1	144	83	91	63	68	83	50	90	67
CCOC(=O)c1noc2c1CCc1c-2cn(Cc2ccc(OC)cc2)c1-c1cc(OC)c(OC)c(OC)c1	23	3.8*	52	23	2.0*	8.9*	4.1*	43	41
CN1C(=O)C(C(=O)/C=C/c2ccccc2C(=O)O)C(=O)N(C)C1=O	109	91	99	110	114	104	99	95	100
COc1cccc(-c2cc(-c3ccc(NS(=O)(=O)c4ccc(C)cc4)cc3)[nH]c(=O)c2C#N)c1	97	92	93	96	114	96	110	95	92
CN(C)CCCNc1nc(=O)n(Cc2ccc(F)cc2)c(=O)n1Cc1ccc(F)cc1	105	104	92	110	96	107	125	101	114
O=C(NC1(C(=O)O)CCCC1)C(Cl)Cl	104	88	106	101	107	111	94	110	94
OC1CCSc2ccc3ccccc3c21 (stereo unspecified)	112	85	108	90	108	113	98	102	96
CS(=O)(=O)c1ccc(-c2nc3cc(Cl)ccc3n2CC(=O)c2n[nH]c(=S)o2)cc1	95	91	96	103	x	97	101	96	84
COc1cc(Cl)cc(-c2nn(C(=O)NCCN3CCOCC3)cc2-c2ccncc2)c1	57	18	104	46	42	56	34	85	100
COc1ccc(NC(=O)Nc2ccc(-c3ccc(NC(=O)Nc4ccc(OC)cc4)c(C)c3)cc2C)cc1	102	94	100	99	105	101	110	97	105
c1ccc2c(c1)oc1c3cccnc3ccc21	100	90	66	95	104	82	96	87	87
COc1ccc(-c2nc3sccn3c2/C=C/C(=O)c2ccc[nH]2)cc1	102	73	108	75	120	96	100	93	91
CSCC(C(=O)NCc1ccc(Cl)cc1Cl)N1C(=O)C2CCCCC2C1=O (stereo unspecified)	101	91	96	99	x	107	111	100	91
COc1ccc(-c2nc3ccc(Cc4ccc5nc(-c6ccc(OC)cc6)[nH]c5c4)cc3[nH]2)cc1	31	-13*	98	77	5.6*	69	44	-18*	91
c1ccc(NC2CCCCC2)cc1	106	91	100	101	115	107	104	94	103
CN(C)C1CC(c2cccs2)(C2CCCCC2)CCC1=O (stereo unspecified)	96	96	86	100	115	109	98	98	100

In another format: results already given.
Structure | SW-620 | NCI-H522 | NCI-H322M | HCT-15 | COLO 205 | NCI-H460 | HT29 | NCI-H23 | NCI-H226
Cc1cccc(C)c1NC(=O)c1ccccc1C(=O)O | 105&108 | 107&86 | 91&94 | 102&103 | 110 | 108&121 | 104&94 | 93&102 | 87&110
CCC/C(=N\NC(N)=O)C(OC)OC | 110 | 80 | 109 | 105 | 110 | 109 | 98 | 100 | 108
CC(C)n1c(=O)[nH]c(=O)n1C(C)C | 108 | x | 103 | 105 | 103 | 116 | 111 | 105 | 109

Sorted by length of the SMILES (high to low): part of the list above
SMILES	SW-620	NCI-H522	NCI-H322M	HCT-15	COLO 205	NCI-H460	HT29	NCI-H23	NCI-H226
CCOC(=O)c1c(NCC(=O)Nc2ccc(Cl)cc2[N+](=O)[O-])sc(C(C)=O)c1C	106	89	93	95	101	103	105	93	96
O=C(CSc1nc2ccccc2c(=O)n1CCc1ccccc1)Nc1ccc(Cl)cc1C(=O)O	111	108	101	93	98	113	117	97	101
Brc1ccc(Nc2nc3ccccc3nc2Nc2ccc(Br)cc2)cc1	-70*	-54*	-13*	-21*	-96*	2.0*	-46*	-16*	x
Cc1cc(=O)n(Cc2ccco2)c(=S)[nH]1	108	99	109	94	109	104	110	101	100
CCOC(=O)COCC(=O)OCC	106	103	91	115	109	101	x	103	101
CC1(C)CCC(=O)OC1=O	112	86	102	110	104	120	96	110	128

(further entries)
SMILES	SW-620	NCI-H522	NCI-H322M	HCT-15	COLO 205	NCI-H460	HT29	NCI-H23	NCI-H226
CN1CCN(c2nc(SCc3ccccc3)nc(-c3ccc(F)cc3)c2C#N)CC1	90	68	84	53	86	65	33	96	96
O[C@H]1c2ccccc2-c2c3c(cc4c2[C@@H]1NCC4)OCO3	85	84	112	98	98	92	93	101	x
Cc1nn(-c2ccccc2)c2ncn(CC(=O)N/N=C/c3c[nH]c4ccccc34)c(=O)c12	95	89	94	89	109	93	100	95	93
COc1ccc(C(=O)OCCN(C)C)cc1	103	94	107	101	109	107	99	99	98
CCOC(=O)C1=C(C)N2C(=NC3=C(CCCC/C3=C\c3cc(OC)c(OC)c(OC)c3)C2c2cc(OC)c(OC)c(OC)c2)S1 (stereo unspecified)	82	x	97	45	81	60	67	62	x
c1ccc(N2c3ccccc3Sc3ccccc32)cc1	102	92	117	101	100	103	96	105	101
Clc1ccc2nc(-c3c[nH]c4ccccc34)cc(-c3ccccc3)c2c1	96	87	110	57	126	63	80	94	97
Cn1cc(-c2cc3nc(-c4c[nH]c5ccc(Br)cc45)cc(N)n3n2)c2ccccc21	-63*	-69*	-49*	-85*	-83*	-53*	-83*	x	-35*
C#CCOc1ccc(C2=NN(C(C)CC)C3N=C(Cl)c4ncn(C(C)CC)c4N23)cc1OCC#C (stereo unspecified)	92	81	99	88	100	102	103	96	85
CCCCC(CC)C(C#CC(C(CC)CCCC)N(C)C)N(C)C (stereo unspecified)	104	x	108	106	102	108	114	103	93
Nc1ncnc2c1c(-c1ccc(Oc3ccccc3)cc1)nn2C[C@H]1SSC[C@H]1O	69	-31*	13	27	-83*	-44*	-59*	19	-2.3*
Nc1ncnc2nc(Br)[nH]c12	106	86	108	108	103	106	102	93	86

Source: PubChem BioAssay (NCI)
